GC-A act: GC-A (human) enzyme activation | activation, % at 10 µM | P16066 | 370,000 tested, 0.14% active | HEK293 GC-A cells, cGMP TR-FRET, EC30 ANP; 0% at EC30 ANP, 100% saturating ANP; in the data active = activation above about 40%
ABHD4 inh: inhibitors of mouse ABHD4; AID 720543; purified mABHD4, FP-Rh probe fluorescence polarization; 370,000 tested, 0.54% active; Q8VD66; inhibition, % at 8.92 µM;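 active = inhibition exceeding the mean over every tested compound plus 3 SD, cut at about 30% in these data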;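 also: 0% = plate median of compound wells and 100% = S159A mutant with DMSO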
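Assay system: Wild-type mouse ABHD4 protein | Medium: HEPES pH 7.0 buffer, 150 mM NaCl, 0.01% Pluronic F-127 | Incubation: Enzyme–compound pre-incubation 45 min, then probe 60 min, both 25 °C | Technique: Fluorescence polarization with parallel and perpendicular emission, 525/598 nm | Evaluation: % inhibition of FP-Rh probe binding versus controls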
rCAG RNA binder: binds r(CAG) RNA repeats | r(CAG) RNA repeat, TO-PRO-1 dye displacement fluorescence | inhibition, % at 3 µM | 370,000 tested, 1.3% active | AID 651821;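 active = inhibition above the plate cutoff, the mean of all test compounds on that plate plus 3 SD, cut at about 35% in these data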;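 also: 0% = DMSO alone and 100% = 100 µM mitoxantrone as full dye displacement; higher means more dye released from RNA so lower well fluorescence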
HTRA1 inh: inhibitors of human serine peptidase HTRA1; Q92743; recombinant HTRA1, FP-rhodamine activity-based probe, fluorescence polarization; inhibition, % at 5.96 µM; 340,000 tested, 0.5% active; AID 504803; in the data active = inhibition above about 36%;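 also: 0% = enzyme with DMSO and 100% = wells lacking enzyme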
ASAP1 inh: inhibitors of human ASAP1 ArfGAP activity; ASAP1-stimulated ARF1 GTP hydrolysis, GDP FP detection; inhibition, % at 16.5 µM; 360,000 tested, 0.19% active; AID 624377; in the data active = inhibition above about 25%;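 also: 0% = vehicle with enzyme and substrate and 100% = no enzyme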
SMARCA2 activ: activators of SMARCA2 function. MG213 cells, MMTV-luciferase reporter, dexamethasone, overnight. activation, % at 9.1 µM. 370,000 tested, 1% active. AID 652017; in the data active = activation above about 7.8%;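 also: 0% = vehicle wells and 100% = reference activator wells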
ARFGAP1 inhibitor: inhibitors of rat ARFGAP1. inhibition, % at 16.5 µM. Arfgap1-stimulated ARF1 GTP hydrolysis, GDP FP detection. 360,000 tested, 0.26% active. Q62848;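 active = inhibition above a per-plate limit, mean inhibition of low control wells plus 3 SD, cut at about 25% in these data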;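 also: 0% = DMSO wells with enzyme and 100% = wells lacking Arfgap1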
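System: truncated rat Arfgap1 GAP domain / Benchmarks: high control wells lacking Arfgap1, low control full reaction with DMSO / Times: compound-enzyme preincubation 20 min, reaction 120 min, detection 60 min, 25 °C / Repeats: one replicate per compound / Also added: human ARF1(Δ1-17)-GTP substrate / Measured by: Tracer-displacement fluorescence polarization with EDTA stop, 620/688 nm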
PG9 Ab binder: PG9 antibody binding by small molecule; TR-FRET gp120-PG9 antibody binding; inhibition, % at 6.7 µM; 360,000 tested, 0.43% active; in the data active = inhibition above about 8.5%
NR1D1 modulator: modulators of human Rev-erb alpha DNA binding. 370,000 tested, 0.79% active. P20393. AID 1259318. activity, % at 10 µM. Rev-erbα–FITC-DNA binding, fluorescence polarization, 90 min;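 active = activity above about 14%, limit read from the data; passing the limit was not always enough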;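 also: 0% = DMSO wells with 35 nM protein and 100% = DMSO wells with 750 nM protein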
NPR2 activator: GC-B (human) receptor activation | HEK293-GC-B cells, CNP EC30, cGMP TR-FRET; 0% at EC30 CNP, 100% saturating CNP | activation, % at 10 µM | 370,000 tested, 0.11% active;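 active = activation at 10 µM reaching about 35% in either raw or pattern-adjusted values, limit read from the data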
Target sequence (P20594 whole entry, looked up): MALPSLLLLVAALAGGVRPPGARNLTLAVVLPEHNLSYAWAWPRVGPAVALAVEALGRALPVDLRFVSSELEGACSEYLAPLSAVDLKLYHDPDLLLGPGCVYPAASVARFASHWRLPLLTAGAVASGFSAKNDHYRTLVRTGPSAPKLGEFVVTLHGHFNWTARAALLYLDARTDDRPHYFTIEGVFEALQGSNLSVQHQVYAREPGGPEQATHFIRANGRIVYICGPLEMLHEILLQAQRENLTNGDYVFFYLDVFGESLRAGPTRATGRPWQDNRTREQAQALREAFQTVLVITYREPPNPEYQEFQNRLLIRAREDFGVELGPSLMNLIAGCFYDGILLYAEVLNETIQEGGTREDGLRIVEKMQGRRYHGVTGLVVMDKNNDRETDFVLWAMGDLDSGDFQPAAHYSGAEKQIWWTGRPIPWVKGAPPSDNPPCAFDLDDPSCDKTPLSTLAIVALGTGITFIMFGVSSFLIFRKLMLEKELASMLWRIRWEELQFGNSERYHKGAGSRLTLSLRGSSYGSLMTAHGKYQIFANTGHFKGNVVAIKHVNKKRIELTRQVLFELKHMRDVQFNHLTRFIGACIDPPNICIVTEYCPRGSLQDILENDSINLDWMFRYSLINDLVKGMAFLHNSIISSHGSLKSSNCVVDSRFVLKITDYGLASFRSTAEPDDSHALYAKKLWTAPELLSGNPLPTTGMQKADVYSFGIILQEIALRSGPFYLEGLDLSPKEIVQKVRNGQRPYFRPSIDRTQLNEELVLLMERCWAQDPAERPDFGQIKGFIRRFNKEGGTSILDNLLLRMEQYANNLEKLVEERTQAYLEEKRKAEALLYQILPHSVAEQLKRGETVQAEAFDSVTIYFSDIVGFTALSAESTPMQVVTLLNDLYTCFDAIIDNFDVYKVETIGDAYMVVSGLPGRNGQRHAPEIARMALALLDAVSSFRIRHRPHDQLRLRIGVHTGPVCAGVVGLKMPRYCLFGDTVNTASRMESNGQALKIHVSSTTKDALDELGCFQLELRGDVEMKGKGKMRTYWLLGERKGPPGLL
An asterisk follows results filed as active; . = not tested or not shown.

1) O=C(OCC(=O)c1ccc[nH]1)c1ccc(S(=O)(=O)N2CCCCCC2)cc1
2) O=C(Cc1cccc2ccccc12)N1CCN(c2ncccn2)CC1
3) CC1(C)CC(=O)c2cc(OCC(=O)NCc3cccnc3)ccc2O1
4) COC(=O)c1ccc(OCC(=O)Nc2nn(-c3ccccc3)nc2C(N)=O)cc1
5) CC(C)(C)N1CC(C(=O)Nc2ccc(S(N)(=O)=O)cc2)CC1=O (configuration not stated)
6) CCOC(=O)c1[nH]c2ccc(Br)cc2c1NC(=O)CNC
7) Cc1ccc(C)c(N2CCN(C(=O)C3CCCN(c4ncnc5c4nc4n5CCCCC4)C3)CC2)c1 (configuration not stated)
8) Cc1cc(C(=O)N/N=C/c2ccccn2)c2ccccc2n1
assay / compound	1	2	3	4	5	6	7	8
GC-A act	3	-3	-2	12	3	-6	-14	-3
ABHD4 inh	-6	0	1	1	0	4	0	-3
rCAG RNA binder	1	0	-2	3	0	-1	0	4
HTRA1 inh	2	2	0	-3	2	-8	-31	8
ASAP1 inh	-7	8	5	-18	-16	-5	13	2
SMARCA2 activ	-1	1	1	0	1	-6	-2	-3
ARFGAP1 inhibitor	7	0	-1	2	-4	-8	-6	-3
PG9 Ab binder	0.2	0.1	0.2	12*	-1.0	-0.4	-0.3	3.0
NR1D1 modulator	0	-2	-1	15	-1	4	11	3
NPR2 activator	-1	3	7	2	-6	-14	-6	-2

9) O=C(CCc1ccccc1)N1CCN(Cc2ccc(F)cc2Cl)CC1
10) Cc1c(C#N)c(N)nc(Cl)c1C#N
11) Cc1ccc(S(=O)(=O)Nc2cc(=O)[nH]c(SCC(=O)Nc3cccc(C)c3)n2)cc1
12) CCCOc1ccc(CC(=O)NCCc2ccccc2)cc1OC
13) CCOC(=O)c1nn(-c2ccc(Cl)cc2)c(=O)c(C#N)c1C
14) C#CCOc1c(Br)cc(/C=N/O)cc1OCC
15) CCCS(=O)(=O)NC(=O)C1(C)CCCN(C(=O)c2cc3ccccc3s2)C1 (configuration not stated)
16) CCOC(=O)c1[nH]c2ccc(OC)cc2c1NC(=O)CN1CCSCC1
assay / compound	9	10	11	12	13	14	15	16
GC-A act	2	5	-3	-3	1	-3	-3	3
ABHD4 inh	0	-3	-8	-7	0	-3	-2	7
rCAG RNA binder	-5	-1	13	-1	4	-1	2	-4
HTRA1 inh	-2	-6	-7	2	3	-14	.	10
ASAP1 inh	-11	2	0	-4	-16	4	-1	3
SMARCA2 activ	-1	1	-2	-3	3	1	-4	0
ARFGAP1 inhibitor	-4	-9	14	1	-7	-5	0	-2
PG9 Ab binder	-2.3	-0.7	0.6	-0.8	-0.8	-0.4	-1.7	-0.4
NR1D1 modulator	-3	-5	-6	-4	2	-5	3	1
NPR2 activator	-4	9	6	5	-5	5	6	-3

17) COc1cc(C(=O)NCC(=O)NCCN2C(=O)S/C(=C\c3ccc4c(c3)OCO4)C2=O)cc(OC)c1OC
18) CC(=O)Oc1c(-c2ccc(Br)o2)oc2ccccc2c1=O
19) COCCCNC(=O)CCn1c(=O)c2ccccc2n(CC(=O)Nc2ccccc2C)c1=O
20) CCOC(=O)C1=NN(c2ccc(OC)cc2)C(c2ccccc2)CC1=O (configuration not stated)
21) CN(C)CCC(=O)N1C/C(=C/c2ccccc2)C(=O)/C(=C\c2ccccc2)C1
22) CCCn1c(N)c(C(c2ccc(C(=O)OC)cc2)N2CCN(c3ccccc3)CC2)c(=O)[nH]c1=O (configuration not stated)
23) COc1cc(OC)cc(C(=O)c2c(C)c(C#N)c3ccccn23)c1
24) O=C(O)COc1ccc(/C=N/NC(=O)C(O)(c2ccccc2)c2ccccc2)cc1
assay / compound	17	18	19	20	21	22	23	24
GC-A act	-3	12	6	-39	14	-2	-6	1
ABHD4 inh	9	-3	4	-3	0	-4	-1	-7
rCAG RNA binder	3	-1	-4	-5	0	2	-1	6
HTRA1 inh	4	13	-4	-5	7	3	-5	-6
ASAP1 inh	5	0	12	7	-7	-1	2	0
SMARCA2 activ	-2	1	0	-4	-14	-1	3	-1
ARFGAP1 inhibitor	-16	-2	-7	3	-4	-12	-4	7
PG9 Ab binder	-1.5	-0.9	-0.5	-3.4	-0.1	3.5	-0.7	1.8
NR1D1 modulator	-6	4	-3	2	0	0	1	-5
NPR2 activator	-5	-1	2	-18	-3	-5	-4	5

25) N/C(=N\OC(=O)C1CCCCC1)c1ccc(Br)cc1
26) COc1ccc(NC(=O)CC2C(=O)OCC3CCCCN32)cc1Cl (configuration not stated)
27) CCOc1ccccc1NC(=O)Cn1c(=O)n(-c2ccc(OC)cc2OC)c(=O)c2c(C)c(C(=O)N(CC)CC)sc21
28) O=C(Nc1ccccc1Cl)O[C@@H]1CC[C@@]23CCCN2C(=O)CCC[C@H]3C1
29) CCOc1cc(C(=S)N2CCCC2)ccc1O
30) CCN(CC)CCCNC(=O)/C=C/C(=O)O
31) CCN1CCN(CCC(=O)Nc2ccc(C)cc2)CC1
32) CCCOc1ccc(Cl)cc1CNc1ccccc1
assay / compound	25	26	27	28	29	30	31	32
GC-A act	0	5	-2	0	6	0	4	-4
ABHD4 inh	0	6	-1	0	3	0	-9	-8
rCAG RNA binder	-4	7	1	.	-1	0	-1	-2
HTRA1 inh	1	-9	-1	.	3	0	-3	2
ASAP1 inh	-2	6	10	.	5	-10	6	5
SMARCA2 activ	-4	-4	-1	.	-1	-4	0	2
ARFGAP1 inhibitor	-10	-6	-5	.	1	3	-1	-3
PG9 Ab binder	0.7	0.5	-1.1	.	-0.7	0.8	-0.7	-0.9
NR1D1 modulator	2	-4	1	3	1	7	5	1
NPR2 activator	-3	0	-3	-7	2	4	2	-6

The last 2 entries of the part above open the next one:
31) CCN1CCN(CCC(=O)Nc2ccc(C)cc2)CC1
32) CCCOc1ccc(Cl)cc1CNc1ccccc1
33) Cc1ccc(C(C)NC(=O)C23CC4CC(CC(C4)C2)C3)cc1 (configuration not stated)
34) Cc1ccc2c(C)c(C(=O)NCCN3CCOC3=O)oc2c1C
35) CCOC(=O)Nc1oc2ccccc2c(=O)c1CN1CCOCC1
36) CC1(C)C(C=C(Cl)Cl)C1C(=O)N(Cc1ccccc1Cl)C1CCS(=O)(=O)C1 (configuration not stated)
37) CCCCSc1nc(C)cc(SCC(=O)N/N=C/c2ccccc2)n1
38) COc1ccc(CCn2c(-c3ccc(OC)cc3)nc3c(c(=O)c4ccccc4n3C)c2=O)cc1
39) COc1cc(C(=O)NN(CCC#N)C2=NS(=O)(=O)c3ccccc32)cc(OC)c1OC
40) CC(=O)N/C(=C\c1ccccc1)C(=O)NCC(=O)O
assay / compound	31	32	33	34	35	36	37	38	39	40
GC-A act	4	-4	0	2	1	-20	7	-10	4	-1
ABHD4 inh	-9	-8	-3	-2	4	-2	-7	-6	-6	10
rCAG RNA binder	-1	-2	-3	-6	0	-6	-2	1	5	3
HTRA1 inh	-3	2	-1	5	-8	-11	-15	-5	12	4
ASAP1 inh	6	5	6	-3	-11	4	8	-18	-6	11
SMARCA2 activ	0	2	-5	3	0	3	0	-5	-2	-2
ARFGAP1 inhibitor	-1	-3	-7	10	-2	5	1	-8	-3	10
PG9 Ab binder	-0.7	-0.9	-3.0	-0.2	-1.5	-2.7	1.1	0.8	-0.2	0.3
NR1D1 modulator	5	1	4	3	2	1	1	50*	4	-4
NPR2 activator	2	-6	-1	-8	8	-18	1	-7	3	-3

41) COP(C)(=O)c1c(C)nn(-c2ccccc2)c1C (configuration not stated)
42) COc1ccc(-n2nnnc2SCC(=O)Nc2cc(OC)c([N+](=O)[O-])cc2C)cc1
43) O=C(COC(=O)c1cc(S(=O)(=O)N2CCOCC2)ccc1F)c1ccc[nH]1
44) CCOC(=O)CNC(=O)CSc1nnc(-c2cccc(C)c2)n1-c1ccc(OC)cc1
45) COc1ccc(/C=C2/SC(=O)N(CC(=O)NCCC(C)C)C2=O)cc1OC
assay / compound	41	42	43	44	45
GC-A act	4	-7	12	-31	4
ABHD4 inh	3	1	-7	3	1
rCAG RNA binder	2	6	2	-8	-1
HTRA1 inh	2	-5	-2	0	4
ASAP1 inh	3	-5	-2	10	10
SMARCA2 activ	0	1	-2	1	7
ARFGAP1 inhibitor	4	-2	20	-7	19
PG9 Ab binder	0.7	0.0	-1.1	1.2	0.1
NR1D1 modulator	-9	-3	0	2	-7
NPR2 activator	-11	-4	9	-21	-3

Among those listed so far, these have an aryl methoxy group.
12) CCCOc1ccc(CC(=O)NCCc2ccccc2)cc1OC
16) CCOC(=O)c1[nH]c2ccc(OC)cc2c1NC(=O)CN1CCSCC1
17) COc1cc(C(=O)NCC(=O)NCCN2C(=O)S/C(=C\c3ccc4c(c3)OCO4)C2=O)cc(OC)c1OC
20) CCOC(=O)C1=NN(c2ccc(OC)cc2)C(c2ccccc2)CC1=O (configuration not stated)
23) COc1cc(OC)cc(C(=O)c2c(C)c(C#N)c3ccccn23)c1
26) COc1ccc(NC(=O)CC2C(=O)OCC3CCCCN32)cc1Cl (configuration not stated)
27) CCOc1ccccc1NC(=O)Cn1c(=O)n(-c2ccc(OC)cc2OC)c(=O)c2c(C)c(C(=O)N(CC)CC)sc21
38) COc1ccc(CCn2c(-c3ccc(OC)cc3)nc3c(c(=O)c4ccccc4n3C)c2=O)cc1
39) COc1cc(C(=O)NN(CCC#N)C2=NS(=O)(=O)c3ccccc32)cc(OC)c1OC
42) COc1ccc(-n2nnnc2SCC(=O)Nc2cc(OC)c([N+](=O)[O-])cc2C)cc1
assay / compound	12	16	17	20	23	26	27	38	39	42
GC-A act	-3	3	-3	-39	-6	5	-2	-10	4	-7
ABHD4 inh	-7	7	9	-3	-1	6	-1	-6	-6	1
rCAG RNA binder	-1	-4	3	-5	-1	7	1	1	5	6
HTRA1 inh	2	10	4	-5	-5	-9	-1	-5	12	-5
ASAP1 inh	-4	3	5	7	2	6	10	-18	-6	-5
SMARCA2 activ	-3	0	-2	-4	3	-4	-1	-5	-2	1
ARFGAP1 inhibitor	1	-2	-16	3	-4	-6	-5	-8	-3	-2
PG9 Ab binder	-0.8	-0.4	-1.5	-3.4	-0.7	0.5	-1.1	0.8	-0.2	0.0
NR1D1 modulator	-4	1	-6	2	1	-4	1	50*	4	-3
NPR2 activator	5	-3	-5	-18	-4	0	-3	-7	3	-4

44) CCOC(=O)CNC(=O)CSc1nnc(-c2cccc(C)c2)n1-c1ccc(OC)cc1
45) COc1ccc(/C=C2/SC(=O)N(CC(=O)NCCC(C)C)C2=O)cc1OC
assay / compound	44	45
GC-A act	-31	4
ABHD4 inh	3	1
rCAG RNA binder	-8	-1
HTRA1 inh	0	4
ASAP1 inh	10	10
SMARCA2 activ	1	7
ARFGAP1 inhibitor	-7	19
PG9 Ab binder	1.2	0.1
NR1D1 modulator	2	-7
NPR2 activator	-21	-3

Compound activity: PubChem, several laboratories
